# Bioassay records as filed in PubChem BioAssay.
# T cell modulator = modulators of CD8 T cell-vesicle binding, primary screen, mouse 2C CD8+ T cells, flow cytometry | 330,000 compounds, 0.068% hits | 2C CD8+ T cell-vesicle binding; stronger effect = lower value | calls only at 7 µM;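 active means response, share of CD8 T cells binding vesicles, and their 90th percentile fluorescence all below set limits, cut at about 80% in these data, passing the limit was not always enough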
#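 Assay system – 2C mouse CD8+ T cells · Also added – QL9-loaded Drosophila micro-vesicles · Timing – Cell–vesicle co-incubation 1.5 h at 37 °C, staining 20 min on ice · Signal – flow cytometry of vesicle-bound cells · Measure – percent CD8+ FL2 mean versus row control · Controls – Peptide-free naked vesicles (low) and QL9 vesicles with 0.7% DMSO vehicle (high)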
# NTR1 agonist = agonists of NTR1, primary screen, imaging, U2OS cells, beta-arrestin-GFP, high content (AID 493036); NTR1-U2OS beta-arrestin-GFP spot imaging, agonist mode; 330,000 compounds, 0.17% hits; Neurotensin receptor type 1 (Homo sapiens), P30989; activation, % at 20 µM;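 active means activation at or above 40% of the spot to cytoplasm intensity ratio, with at least 20 cells analyzed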;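 further: 0% = DMSO without peptide and 100% = 100 nM NTR1 peptide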
# Target sequence (P30989 whole entry, looked up): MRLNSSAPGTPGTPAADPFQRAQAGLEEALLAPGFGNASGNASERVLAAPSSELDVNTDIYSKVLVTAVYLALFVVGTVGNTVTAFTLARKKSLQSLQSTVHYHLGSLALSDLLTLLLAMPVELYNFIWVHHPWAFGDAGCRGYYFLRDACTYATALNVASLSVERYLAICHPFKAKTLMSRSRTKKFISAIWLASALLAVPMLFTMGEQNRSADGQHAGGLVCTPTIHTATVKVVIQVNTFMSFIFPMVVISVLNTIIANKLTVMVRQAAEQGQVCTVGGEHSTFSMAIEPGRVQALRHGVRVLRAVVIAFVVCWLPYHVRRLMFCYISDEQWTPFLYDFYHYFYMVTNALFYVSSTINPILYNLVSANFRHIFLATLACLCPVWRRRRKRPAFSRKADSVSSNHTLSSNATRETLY
# Myeloid diff MLP = induction of myeloid progenitor differentiation, primary screen, cell-based, flow cytometry, MLPCN library | ER-HoxA9 myeloid progenitors, lysozyme-GFP differentiation | calls only at 10 µM | 360,000 compounds, 1% hits | AID 624256, 2012;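 active means normalized GFP-positive differentiation at or above the plate's own cutoff, the solvent-only control mean plus 3 SD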;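 further: cells exposed to compound for four days before flow analysis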
# T cell modulator vesicle-bound % = further read-out of T cell modulator, marked with its call; double positive events, %; measured here: CD8+ vesicle-bound cell fraction;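 binding gate set so that unloaded-vesicle control wells show 10% double positive cells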
# NTR1 agonist cell count 20 µM = also measured in NTR1 agonist; calls as there; cell count; measured here: cell count, cytotoxicity flag
# Myeloid diff MLP GFP+ MAC1+ % = second read-out of Myeloid diff MLP, no call of its own (marks repeat the call); GFP+ MAC1+ double positive, %; measured here: differentiation confirmed by MAC1 staining
# Numbers without * were called inactive; i = inactive; x = no result given. Only part of the results is shown, so the mix of outcomes need not match the whole.
SMILES,T cell modulator,T cell modulator vesicle-bound %,NTR1 agonist,NTR1 agonist cell count 20 µM,Myeloid diff MLP,Myeloid diff MLP GFP+ MAC1+ %
O=C(O)Cc1sc(-c2ccccc2)nc1-c1ccc(Cl)cc1,x,x,x,x,i,0.9
CC[C@]12CCCN3CCc4c(n(c5ccccc45)[C@](O)(C(=O)OC)C1)[C@@H]32,i,22,-2.1,64,i,1.3
O=C(Nc1cc(-c2ccccc2)nn1-c1ccccc1F)c1ccc([N+](=O)[O-])cc1,i,23,2.0,51,i,1.8
CC(=O)OCC(=O)[C@@]1(O)CC[C@H]2[C@@H]3CCC4=CC(=O)C=C[C@]4(C)[C@@]3(F)[C@@H](O)C[C@@]21C,i,17,4.1,59,i,11
Cn1ccc2cc3c(cc21)CCN3C(=O)Nc1cccnc1,i,42,-1.1,46,i,3.8
CN(C)CC/C=C1/c2ccccc2COc2ccc(CC(=O)O)cc21,i,43,-2.0,66,i,8.6
CCc1ccccc1OC[C@@H](O)CN[C@H]1CCCc2ccccc21,i,11,8.0,62,i,2.9
C[C@H](CCC(=O)O)[C@H]1CC[C@H]2[C@@H]3[C@H](O)C[C@@H]4C[C@H](O)CC[C@]4(C)[C@H]3CC[C@]12C,i,18,-2.1,55,i,1.2
CC1O[C@@H](OCC2O[C@@H](Oc3cc(O)c4c(c3)OC(c3ccc(O)cc3)CC4=O)[C@H](O)[C@@H](O)[C@@H]2O)[C@H](O)[C@H](O)[C@H]1O (some centres undefined),i,4,-2.8,101,i,2.2

# One compound at a time (already shown). Values in the order: T cell modulator | T cell modulator vesicle-bound % | NTR1 agonist | NTR1 agonist cell count 20 µM | Myeloid diff MLP | Myeloid diff MLP GFP+ MAC1+ %
# `CN(C)CC/C=C1/c2ccccc2COc2ccc(CC(=O)O)cc21` across the screens: i | 43 | -2.0 | 66 | i | 8.6
# `O=C(Nc1cc(-c2ccccc2)nn1-c1ccccc1F)c1ccc([N+](=O)[O-])cc1` across the screens: i | 23 | 2.0 | 51 | i | 1.8
# `C[C@H](CCC(=O)O)[C@H]1CC[C@H]2[C@@H]3[C@H](O)C[C@@H]4C[C@H](O)CC[C@]4(C)[C@H]3CC[C@]12C` across the screens: i | 18 | -2.1 | 55 | i | 1.2
# `CC[C@]12CCCN3CCc4c(n(c5ccccc45)[C@](O)(C(=O)OC)C1)[C@@H]32` across the screens: i | 22 | -2.1 | 64 | i | 1.3
